Screening data as filed in PubChem.
hERG protect = shields human hERG channel from block by proarrhythmic agents; Q12809; CHO-hERG, FluxOR thallium flux, dofetilide IC70 present; activation (rescue from dofetilide block), less the hit threshold, % at 10 µM; hit rate 0.51% among 310,000; AID 1511;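 active means activation above the mean of controls blocked by dofetilide plus 5 SD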;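 further: thallium influx through hERG after potassium depolarization seen as dye fluorescence rise; in these data hits start at about 4.7%; inactives centre near -7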
ANO1 block = mouse TMEM16A channel inhibition, primary screen; hit rate 1.2% among 310,000; HEK293 TMEM16A/YFP iodide influx fluorescence, ionomycin; AID 588511; Q8BHY3; normalized B-score (activity score, 25-100; higher = stronger inhibition) at 10 µM;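 active means ratio plate-corrected score three or more library SD toward inhibition, starting fluorescence score within five deviations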;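 further: score derived from kinetic fluorescence span divided by baseline fluorescence per well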
Target sequence (Q8BHY3 whole entry, looked up): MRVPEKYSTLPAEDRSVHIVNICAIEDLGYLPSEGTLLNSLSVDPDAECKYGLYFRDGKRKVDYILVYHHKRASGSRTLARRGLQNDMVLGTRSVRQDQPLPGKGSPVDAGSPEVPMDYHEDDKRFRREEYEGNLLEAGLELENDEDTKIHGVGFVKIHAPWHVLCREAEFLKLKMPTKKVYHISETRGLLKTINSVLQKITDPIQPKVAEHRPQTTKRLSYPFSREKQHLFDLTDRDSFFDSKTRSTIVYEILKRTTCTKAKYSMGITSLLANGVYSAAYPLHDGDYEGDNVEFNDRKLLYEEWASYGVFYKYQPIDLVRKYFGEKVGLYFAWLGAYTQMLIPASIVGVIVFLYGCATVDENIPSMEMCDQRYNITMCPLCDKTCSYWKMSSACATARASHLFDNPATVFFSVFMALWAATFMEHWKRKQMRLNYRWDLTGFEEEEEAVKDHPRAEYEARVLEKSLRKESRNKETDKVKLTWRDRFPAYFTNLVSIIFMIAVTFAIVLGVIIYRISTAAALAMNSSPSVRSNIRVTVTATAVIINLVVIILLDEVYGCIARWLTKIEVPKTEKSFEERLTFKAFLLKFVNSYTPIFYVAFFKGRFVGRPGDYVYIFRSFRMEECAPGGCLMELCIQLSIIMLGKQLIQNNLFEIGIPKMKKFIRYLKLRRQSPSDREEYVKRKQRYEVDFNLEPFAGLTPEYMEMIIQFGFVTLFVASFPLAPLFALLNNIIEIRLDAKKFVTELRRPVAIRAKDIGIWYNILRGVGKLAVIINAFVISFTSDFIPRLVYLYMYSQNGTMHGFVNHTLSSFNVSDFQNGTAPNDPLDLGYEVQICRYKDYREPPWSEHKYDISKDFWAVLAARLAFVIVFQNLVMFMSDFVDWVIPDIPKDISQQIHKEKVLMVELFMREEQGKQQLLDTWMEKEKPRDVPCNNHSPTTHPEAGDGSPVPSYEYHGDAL
KCNK3 block = human KCNK3 channel inhibition, primary screen. O14649. CHO-KCNK3 thallium flux, FluxOR fluorescence; hits give low values. B-score at 10 µM. hit rate 0.84% among 340,000. AID 602410;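 active means B-score under library mean minus 4 SD, starting fluorescence ratio at most library mean plus 5 SD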;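 further: more negative B-score means stronger inhibition of thallium flux through KCNK3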
ANO1 activ = mouse TMEM16A channel activation, primary screen; HEK293 TMEM16A/YFP-H148Q/I152L, iodide quench fluorescence; hits give low values; B-score at 10 µM; hit rate 0.3% among 340,000;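 active means fluorescence-ratio B-score plate-corrected deviation score at least 3 library SD below zero, with starting fluorescence score within 5 deviations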;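 further: channel opened by trigger with iodide after compound preincubation; score built on the fluorescence ratio of max minus min over baseline; more negative score means more quench and so TMEM16A activation or potentiation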
KCNQ1 inh = human KCNQ1 channel inhibition; P51787; CHO-K1 KCNQ1, FluxOR thallium flux fluorescence; hits give high values; B-score at 10 µM; hit rate 1.3% among 310,000;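 active means compounds whose thallium flux B-score, printed positive for inhibition, exceeds three library SD while starting fluorescence stays within three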;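 further: channel opened by potassium depolarization with thallium stimulus after 20 min compound exposure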
KCNK9 inh = inhibitors of human KCNK9 two-pore domain potassium channel. Q9NPC2. B-score at 10 µM. HEK293 KCNK9, FluxOR thallium flux fluorescence; hits give low values. hit rate 1.2% among 310,000. AID 488922;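 active means ratio B-score over 3 SD below the library mean, with starting fluorescence within 5 SD of its mean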;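 further: negative B-score means less thallium flux so channel inhibition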
TRPC4 PAM = allosterically enhances the mouse TRPC4 cation channel; Q9QUQ5; HEK293 TRPC4beta/mu-opioid, DAMGO EC20, Fluo-4 Ca2+ flux; hits give high values; B-score at 10 µM; hit rate 0.42% among 310,000;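 active means B-score of calcium response area above 5 SD of library B-scores, with initial fluorescence ratio within 5 SD of library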;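 further: B-score of integrated fluorescence ratio over time as area under calcium response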
TRPC4 agonist = activators of mouse TRPC4 channel; Q9QUQ5; HEK293 TRPC4beta/mu-opioid, Fluo4 calcium fluorescence; hits give high values; B-score at 10 µM; hit rate 0.49% among 310,000;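 active means B-score above 5 SD of library B-scores, and initial fluorescence ratio not above library mean plus 5 SD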;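 further: positive B-score marks a calcium rise read as TRPC4 activation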
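Incubation: 45 min room-temperature Fluo4 loading, 110 s read / System: HEK293 cells stably co-expressing mouse TRPC4beta and mu-opioid receptor / Signal: Fluo4 fluorescence, kinetic / Control set: buffer (low) and maximal DAMGO (high) / Measure: integrated baseline-normalised fluorescence ratio, converted to per-well B score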
HDAC3 inh = inhibitors of human histone deacetylase 3 | recombinant HDAC3, fluorogenic peptide/trypsin coupled, fluorescence | inhibition, % at 8.3 µM | hit rate 0.15% among 320,000; in the data active means inhibition above about 26%, passing the limit was not always enough; inconclusive means no clear call, values can overlap the other calls
Dyrk1A ADPGlo = inhibitors of rat Dyrk1A kinase; ADP-Glo luminescence, NFATc1 peptide; Q63470; inhibition, % at 12.5 µM; hit rate 0.43% among 310,000; in the data active means inhibition above about 50%;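 further: plate controls were vehicle with enzyme for no effect and no enzyme for full effect; many of its hits are not listed in these tables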
KCNQ1 pot = potentiates or activates the human KCNQ1 potassium channel; AID 2648; CHO-K1 KCNQ1, thallium flux FluxOR fluorescence; hits give high values; hit rate 0.35% among 310,000; P51787; B-score at 10 µM;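 active means fluorescence ratio B-score, a plate-corrected score, at least three library SD, with initial intensity B-score within 5 SD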
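System: CHO-K1 cells stably expressing KCNQ1 / Medium: assay buffer for compound exposure, DMSO matched across wells / Reagent: thallium- and potassium-containing depolarizing buffer / Compound: one concentration, matched DMSO / Incubation: 20 min compound pretreatment at room temperature / Measured by: kinetic FluxOR fluorescence, 10 s baseline plus 110 s post-stimulus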
* hit, by the source's call; i = inactive; ? = inconclusive; / = not tested or not shown. This is a subset; the hit share may differ from the screen's.

structure | hERG protect | ANO1 block | KCNK3 block | ANO1 activ | KCNQ1 inh | KCNK9 inh | TRPC4 PAM | TRPC4 agonist | HDAC3 inh | Dyrk1A ADPGlo | KCNQ1 pot
CCC1(c2ccc(F)cc2)NC(=O)N(CC(=O)N2CCOCC2)C1=O (centres undefined) | -9.3 | i | i | i | i | i | i | i | 0.1 | 10.3 | i
O=C(COC(=O)Cn1cnc2ccccc2c1=O)Nc1ccc2c(c1)OCO2 | -11.7 | i | i | i | i | i | i | i | -1.3 | -1.3 | i
Cc1cc(NC(=O)c2ccccc2Cl)no1 | -7.4 | i | i | i | i | i | i | i | -3.5 | -7.1 | i
COc1ccc(NC(=O)CCNC(=O)Cn2cnc3sc4c(c3c2=O)CCCC4)cc1OC | -4.8 | i | i | i | i | i | i | i | -4.3 | -8.5 | i
CCN(CC)c1ccc(C=C2C(=O)OC(c3ccccc3)OC2=O)cc1 (centres undefined) | -6.7 | i | i | i | i | i | i | i | -1.9 | -9.1 | i
Cc1ccc(C)c(NC(=O)CN(C)C(=O)c2cc3c(s2)CCCCC3)c1 | -6.0 | i | i | i | i | i | i | i | 0.0 | -5.9 | i
O=C(NNc1cccc(Cl)c1)c1cccnc1Oc1ccccc1 | -9.9 | i | i | i | i | i | i | i | 6.4 | -13.8 | i
CC(C)(C)C1CCc2c(sc(NC(=O)c3cccs3)c2C(N)=O)C1 (centres undefined) | -4.9 | i | i | i | i | i | i | i | -6.1 | -6.0 | i
CCOC(=O)/C(C#N)=C/c1ccc(N2CCN(C)CC2)cc1 | -5.5 | i | i | i | i | i | i | i | 6.5 | -1.6 | i
O=c1n(Cc2ccc(F)cc2)nc2n1-c1ccccc1SC2 | -6.2 | i | i | i | i | i | i | i | 1.2 | 2.0 | i
CCOC(=O)c1c(NC(=O)c2cccs2)sc(CC)c1-c1cccs1 | -18.5 | i | i | i | i | i | i | i | -7.7 | -6.1 | i
O=C(O)COc1ccccc1/C=N/n1c(C2CCCCC2)n[nH]c1=S | -8.0 | i | i | i | i | i | i | i | -0.8 | 3.3 | i
Cc1cc(C(=O)N2CCc3c([nH]c4ccccc34)C2c2cccc(Cl)c2)nn1C (centres undefined) | -2.1 | i | i | i | i | -7.36* | i | i | 11.2 | -4.1 | i
O=C(O)C1CCCCC1C(=O)Nc1ccc(-c2ccccc2)cc1 (centres undefined) | -6.6 | i | i | i | i | i | i | i | -1.1 | 1.4 | i
Cc1cc2ncn(CCOc3ccccc3)c2cc1C | -2.8 | i | i | i | i | i | i | i | 0.1 | 6.8 | i
Cc1nc(=S)c2ccccc2[nH]1 | -3.8 | i | i | i | i | i | i | i | 4.3 | 22.8 | i
CN(CCCn1c(=S)[nH]c2ncccc2c1=O)Cc1ccccc1 | -15.6 | i | i | i | i | i | i | i | -5.9 | -3.4 | i
Cc1cccc(C(=O)N2CCCC(N3CCN(Cc4ccc5c(c4)OCO5)CC3)C2)n1 (centres undefined) | -3.7 | i | i | i | i | i | i | i | -2.6 | 10.9 | i
Cc1ccc(N=Cc2c(C)[nH]n(-c3ccccc3)c2=O)nc1 | -8.8 | i | i | i | i | i | i | i | 0.8 | -7.4 | i
CS(=O)(=O)N1CCN(C(=O)c2ccccc2)C1 | -9.5 | i | i | i | i | i | i | i | -3.1 | 4.1 | i
CC(C)NS(=O)(=O)c1ccc(NC(=O)Cc2ccsc2)cc1 | -0.9 | i | i | i | i | i | i | i | -5.8 | -4.2 | i
COc1ccc(-c2cc(C(=O)N3CCN(c4ccc(F)cc4)CC3)no2)cc1OC | -1.1 | i | i | i | i | i | i | i | 7.8 | 2.4 | i
COCCNc1nnc(SCC(=O)c2c[nH]c3ccccc23)s1 | -0.8 | i | i | i | i | i | i | i | 6.5 | 1.1 | i
Cc1ccc(C(O)CCc2ccc(N)cc2)cc1 (centres undefined) | -3.6 | i | i | i | i | i | i | i | -3.0 | 1.9 | i
CC1CCc2sc(NC(=O)c3ccc(N4C(=O)CCC4=O)cc3)c(C(N)=O)c2C1 (centres undefined) | -6.6 | i | i | i | i | i | i | i | 13.3 | 13.8 | i
CC(=O)Nc1ccc(OC(=O)c2c(-c3ccccc3Cl)noc2C)cc1 | -10.3 | i | i | i | i | i | i | i | -1.6 | 3.8 | i
CCc1cccc(N(C(=O)c2csnn2)C(C(=O)NC2CCCCC2)c2cccnc2)c1 (centres undefined) | -4.3 | i | i | i | i | i | i | i | -1.4 | -8.8 | i
CCCc1nc2ccccc2c2nc(N)nn12 | -1.3 | i | i | i | i | i | i | i | -1.4 | 1.1 | i
COc1ccc(C(=O)/C=C/C(=O)N(CC(=O)NC2CCCCC2)Cc2ccccc2)c(O)c1 | -34.9 | / | i | i | i | i | i | i | / | 1.4 | i
COc1cc(Nc2cc(C)nc3nc(C)nn23)cc(OC)c1OC | -6.1 | i | i | i | i | i | i | i | 3.8 | 0.0 | i

Some of these compounds in order of molecular weight, lowest first:
structure | hERG protect | ANO1 block | KCNK3 block | ANO1 activ | KCNQ1 inh | KCNK9 inh | TRPC4 PAM | TRPC4 agonist | HDAC3 inh | Dyrk1A ADPGlo | KCNQ1 pot
O=C(O)C1CCCCC1C(=O)Nc1ccc(-c2ccccc2)cc1 (centres undefined) | -6.6 | i | i | i | i | i | i | i | -1.1 | 1.4 | i
O=C(NNc1cccc(Cl)c1)c1cccnc1Oc1ccccc1 | -9.9 | i | i | i | i | i | i | i | 6.4 | -13.8 | i
O=C(COC(=O)Cn1cnc2ccccc2c1=O)Nc1ccc2c(c1)OCO2 | -11.7 | i | i | i | i | i | i | i | -1.3 | -1.3 | i
CC1CCc2sc(NC(=O)c3ccc(N4C(=O)CCC4=O)cc3)c(C(N)=O)c2C1 (centres undefined) | -6.6 | i | i | i | i | i | i | i | 13.3 | 13.8 | i

(listing goes on)
structure | hERG protect | ANO1 block | KCNK3 block | ANO1 activ | KCNQ1 inh | KCNK9 inh | TRPC4 PAM | TRPC4 agonist | HDAC3 inh | Dyrk1A ADPGlo | KCNQ1 pot
CN(C)c1ccc(C=C2C(=O)OC(C)(C)OC2=O)cc1 | -7.3 | i | i | i | i | i | i | i | -2.3 | -4.8 | i
CCCOC(=O)c1ccc(NC(=O)Oc2ccccc2)cc1 | 0.9 | i | i | i | i | i | i | i | 2.2 | / | i
COc1ccc(-c2cnc3ncnn3c2N)cc1 | -6.7 | i | i | i | i | i | i | i | 4.7 | 34.7 | i
CCOC(=O)c1cccc(NC(=O)c2c(NCc3ccccc3)[nH]c(=O)[nH]c2=O)c1 | -10.0 | i | i | i | i | i | i | i | 1.7 | 1.1 | i
CC(C(=O)O)n1c(C(F)(F)F)nc2ccccc21 (centres undefined) | -4.4 | i | i | i | i | i | i | i | -5.3 | 6.2 | i
Cc1ccc(C(=O)NCCc2ccccn2)cc1S(=O)(=O)N1CCOCC1 | -11.4 | i | / | / | i | i | i | i | -7.0 | / | i
Cc1ccc(S(=O)(=O)N2CCN(C(=O)c3c(C)nn(-c4ccccc4)c3Cl)CC2)cc1 | -5.9 | i | i | i | i | i | i | i | / | 3.1 | i
CCOc1ccc(NC(=O)CCC(=O)NNC(=O)c2ccc(Br)o2)cc1 | -5.6 | i | i | i | i | i | i | i | ? | 1.5 | i
Cc1cccc(OCc2nnc(SCC(=O)NC3CCCCC3)n2C)c1 | -3.6 | i | i | i | i | i | i | i | -2.9 | -10.8 | i
Cc1nn(-c2ccccc2)c(C)c1NC(=O)COC(=O)CCCOc1ccccc1 | -15.6 | i | i | i | i | i | i | i | 8.4 | 1.0 | i
O=C(Nc1ccccc1N1CCCC1)C1CCN(C(=O)c2ccc(Cl)cc2)CC1 | -20.1 | i | i | i | i | i | i | i | 3.3 | 10.4 | i
C=CCn1c(Cc2ccc(OCC)cc2)nnc1SCC(N)=O | -8.7 | i | i | i | i | i | i | i | -5.0 | -5.7 | i
O=C(NCCCN=C1NS(=O)(=O)c2ccccc21)c1ccc(S(=O)(=O)N2CCOCC2)cc1 | -9.5 | i | i | i | i | i | i | i | 4.9 | 1.3 | i
Cc1cc(C)c(NC(=O)CCN2C(=O)c3ccccc3S2(=O)=O)c(C)c1 | -11.9 | i | i | i | i | i | i | i | -1.2 | -9.4 | i
CC(C)c1nc2ccc(C(=O)O)cc2[nH]1 | -0.4 | i | i | i | i | i | i | i | -0.3 | / | i
CC(C)NC(=O)C1CCN(C(=O)c2ccc(-c3ccccc3)cc2)CC1 | -2.2 | i | i | i | i | i | i | i | -2.2 | 4.2 | i
CCOC(=O)N1CCN(Cc2ccc3c(c2)OCO3)CC1 | 2.4 | i | i | i | i | i | i | i | -1.3 | -3.3 | i
Cc1ccc(NS(=O)(=O)c2csc(C(N)=O)c2)c(C)c1 | -6.1 | i | i | i | i | i | i | i | 6.0 | 8.5 | i
Cc1sc(NC(=O)c2ccco2)c(CN2CCC(C)CC2)c1C | -6.6 | i | i | / | i | i | i | i | 4.2 | -0.8 | i
COc1ccc(/C=N/NC(=O)CN(c2ccc(OC)cc2)S(=O)(=O)c2ccccc2)cc1 | -10.4 | i | i | i | i | i | i | i | -3.4 | 5.4 | i
O=C(CN(C(=O)c1nsc(Cl)c1Cl)c1cccc(F)c1)NC1CCCC1 | -10.2 | i | i | i | i | i | i | i | 1.7 | -2.6 | i
O=C(COC(=O)c1ccc([N+](=O)[O-])cc1)NC1CCCC1 | -1.2 | i | i | i | i | i | i | i | 3.8 | 1.6 | i
CC(C)(C)c1ccc(-c2ncccc2O)cc1 | -4.8 | i | i | i | i | i | i | i | -7.9 | / | i
COc1ccc(/C=N/Nc2nc(-c3ccc(Cl)cc3)cc(C(F)(F)F)n2)c(OC)c1 | -4.6 | i | i | i | i | i | i | i | -1.6 | 1.3 | i
COc1cc(/C=N\NC(=O)CN2CCOCC2)ccc1OCC(=O)Nc1ccc(C)c(C)c1 | -18.8 | i | i | i | i | i | i | i | 4.2 | -48.1 | i
Nc1cc(C(F)(F)F)ccc1C(=O)O | -0.8 | i | i | i | i | i | i | i | -17.8 | -9.2 | i

Reprinted at random: two records from the list
structure | hERG protect | ANO1 block | KCNK3 block | ANO1 activ | KCNQ1 inh | KCNK9 inh | TRPC4 PAM | TRPC4 agonist | HDAC3 inh | Dyrk1A ADPGlo | KCNQ1 pot
Cc1sc(NC(=O)c2ccco2)c(CN2CCC(C)CC2)c1C | -6.6 | i | i | / | i | i | i | i | 4.2 | -0.8 | i
CCOC(=O)c1cccc(NC(=O)c2c(NCc3ccccc3)[nH]c(=O)[nH]c2=O)c1 | -10.0 | i | i | i | i | i | i | i | 1.7 | 1.1 | i
